AGP1-GFP MLPCN: modulators of AGP1-GFP expression in yeast TOR pathway, primary screen, cell-based, multiplex flow cytometry, S. cerevisiae, MLPCN library; 3 h; GFP as percent of DMSO wells; GFP response vs DMSO, % at 10 µM; hit rate 0.02% among 320,000;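 active means GFP response relative to DMSO above a set limit, near screen average plus 3 SD, cut at about 150% in these data; inconclusive means fewer than 70 cells counted for the yeast strain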;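 further: median GFP channel fluorescence of the gated AGP1 strain per well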
GRK2 aptamer HTS: compounds blocking aptamer binding on GRK2 – biochemical, human GRK2, bead flow cytometry, HTS, primary screen. hit rate 0.59% among 330,000. FAM-aptamer displacement from GRK2. AID 488847, 2010. inhibition of aptamer binding, % at 10 µM. Beta-adrenergic receptor kinase 1 (Homo sapiens), P25098;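 active means inhibition of aptamer binding above 40%, roughly 3 SD of noise, on plates passing a quality check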;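 further: median bead fluorescence of bound FAM aptamer so fluorescent compounds give negative values; no value below 0 was filed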
GLD-1 RNA inh: GLD-1/TGE RNA complex disruptors, primary screen, biochemical, fluorescence polarization. Female germline-specific tumor suppressor gld-1 (Caenorhabditis elegans), Q17339. purified GLD-1 + fluorescein TGE RNA. inhibition, % at 5.96 µM. hit rate 0.44% among 320,000. AID 2280, 2010;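 active means percent inhibition above a per-plate cutoff, the plate mean of test compounds plus 3 SD, cut at about 30% in these data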;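 further: 0% = DMSO wells with GLD-1 and probe and 100% = wells lacking GLD-1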
MEX-5 binding: MEX-5 zinc finger RNA-binding disruptors – biochemical, C. elegans, fluorescence polarization, MLPCN library, primary screen | Zinc finger protein mex-5 (Caenorhabditis elegans), Q9XUB2 | MEX-5/FITC-TCR2 RNA binding; stronger effect = lower value | activity score (negative = inhibition of binding), % at 10 µM | hit rate 0.38% among 300,000;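 active means inhibition past about -25% in most replicates, and total fluorescence under double the plate's negative control median, limit read from the data; inconclusive means replicates evenly split on the limit, or fluorescence at least double controls; inactive means too little inhibition in most replicates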;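 further: 0% = DMSO and -100% = 5 µM competing unlabeled TCR2 RNA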
Target sequence (Q9XUB2 whole entry, looked up): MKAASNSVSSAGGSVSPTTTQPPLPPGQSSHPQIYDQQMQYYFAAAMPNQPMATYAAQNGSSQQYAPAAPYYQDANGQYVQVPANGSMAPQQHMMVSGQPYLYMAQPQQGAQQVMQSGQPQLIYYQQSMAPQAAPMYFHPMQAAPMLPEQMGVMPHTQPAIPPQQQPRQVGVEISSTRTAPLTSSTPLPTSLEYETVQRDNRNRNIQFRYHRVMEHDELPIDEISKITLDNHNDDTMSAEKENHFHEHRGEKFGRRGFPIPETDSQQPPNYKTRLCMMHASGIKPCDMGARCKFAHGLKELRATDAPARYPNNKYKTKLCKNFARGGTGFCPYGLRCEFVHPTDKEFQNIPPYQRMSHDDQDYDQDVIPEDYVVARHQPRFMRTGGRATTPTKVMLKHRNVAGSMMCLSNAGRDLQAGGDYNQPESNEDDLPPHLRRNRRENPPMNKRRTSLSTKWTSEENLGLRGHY
Bcl-xL primary: inhibitors of human Bcl-xL, primary screen, biochemical, fluorescence polarization, HTS | GST-Bcl-xL / FITC-Bim BH3 peptide fluorescence polarization | Bcl-2-like protein 1 (Homo sapiens), Q07817 | inhibition, % at 10.9 µM | hit rate 0.7% among 320,000 | AID 2129, 2009;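 active means inhibition above the mean of all tested compounds plus 3 SD, cutoff set per campaign, cut at about 30% in these data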;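 further: 0% = DMSO wells and 100% = unlabeled Bim-BH3 peptide competitor; inhibitors lower millipolarization by displacing the labeled peptide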
Target sequence (Q07817 whole entry, looked up): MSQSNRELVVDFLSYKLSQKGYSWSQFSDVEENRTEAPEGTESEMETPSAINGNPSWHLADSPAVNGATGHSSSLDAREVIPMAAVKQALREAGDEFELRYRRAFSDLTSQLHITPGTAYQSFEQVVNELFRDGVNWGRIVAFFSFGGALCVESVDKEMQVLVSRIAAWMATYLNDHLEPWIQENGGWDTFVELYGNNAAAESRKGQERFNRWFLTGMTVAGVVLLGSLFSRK
VLA-4 inh: inhibition in human VLA-4 binding assay, primary screen, VLA-4 allosteric modulator project, MLPCN library, flow cytometry, VLA-4 expressing cells. inhibition, % (about 7 µM as worked out from the volumes in the protocol). ligand binding flow cytometry. AID 2557, 2010. hit rate 0.2% among 330,000. Integrin alpha-4 (Homo sapiens), P13612; in the data active means inhibition above about 50%
Fam108B counter: mouse Fam108B serine hydrolase inhibitors, primary screen, counter-screen for RBBP9 inhibitor project, biochemical, fluorescence polarization; hit rate 0.33% among 300,000; recombinant Fam108B, FP-Rh probe fluorescence polarization; inhibition, % at 9.51 µM;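 active means inhibition above the screen mean inhibition plus 3 SD, computed separately per campaign, cut at about 18% in these data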;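 further: inhibitors lower polarization as less probe binds the enzyme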
MCL1-BIM inh: inhibitors of MCL1 binding to BIM-BH3, primary screen, biochemical, fluorescence polarization | GST-MCL1 / FITC-Bim-BH3 fluorescence polarization | inhibition, % at 10.9 µM | hit rate 0.68% among 320,000 | AID 2057, 2009;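 active means inhibition above the mean inhibition of all tested compounds plus 3 SD, set per campaign, cut at about 40% in these data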;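 further: 0% = DMSO wells and 100% = unlabeled Bim-BH3 peptide control; higher means more loss of mP so more displacement of Bim peptide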
Target sequence (Q07820 whole entry, looked up): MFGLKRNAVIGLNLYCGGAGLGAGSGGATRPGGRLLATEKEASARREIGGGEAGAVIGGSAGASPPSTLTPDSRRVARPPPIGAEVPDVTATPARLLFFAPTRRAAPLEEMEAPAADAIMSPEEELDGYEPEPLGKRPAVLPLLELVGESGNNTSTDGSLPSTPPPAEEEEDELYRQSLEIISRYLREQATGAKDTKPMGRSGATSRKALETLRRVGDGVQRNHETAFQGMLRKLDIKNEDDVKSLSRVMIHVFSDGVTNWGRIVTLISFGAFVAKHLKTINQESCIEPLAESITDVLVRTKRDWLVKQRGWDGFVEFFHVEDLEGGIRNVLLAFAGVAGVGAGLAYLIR
CIT2-GFP yeast: modulators of CIT2-GFP expression in yeast, primary screen, S. cerevisiae, GFP fusion, multiplex flow cytometry, MLPCN library. S. cerevisiae CIT2-GFP strain, 3 h; 100 means same as DMSO wells. GFP response vs DMSO, % at 10 µM. hit rate 0.065% among 320,000. AID 2029, 2009;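 active means GFP response relative to DMSO above a set limit, near the screen mean plus 3 SD, cut at about 150% in these data; inconclusive means Fewer than 70 cells measured for a yeast strain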;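 further: ratio of well median GFP fluorescence to mean of DMSO wells on the plate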
Numbers without * were called inactive; ? = inconclusive; · = no result given; [ ] = another dose, or the depositor's remark.

SMILES	AGP1-GFP MLPCN	GRK2 aptamer HTS	GLD-1 RNA inh	MEX-5 binding	Bcl-xL primary	VLA-4 inh	Fam108B counter	MCL1-BIM inh	CIT2-GFP yeast
COc1ccc(/C=N/NC(=O)c2cccnc2)cc1CSc1nc2ccccc2s1	98	0	6	-4.4	2	28	-69	7	89
COC(=O)Nc1ccc(C)c2nsnc12	97	1	10	0.3	-1	4	4	-5	107
CCn1c(CNc2ccc(Cl)cc2)nnc1SCC#N	90[may fluoresce red]	0	8	0.8	2	-3	-2	3	94[may fluoresce red]
FC(F)C(F)(F)C1=CC(c2ccccc2)=NCCN1	109	0	0	0.4	-3	15	1	-2	108
Cn1cc(C(CC(=O)O)C(=O)O)c2ccccc21 (centres undefined)	98	0	3	0.3	9	-18	6	-4	102
CC(O)CNCCCOc1cccc(C(F)(F)F)c1 (centres undefined)	91	1	-1	-2.2	-1	-2	-2	-2	94
COc1ccc(C(=O)c2ccc(N(C)C)cc2)c2ccccc12	90	20	2	-0.9	4	-3	2	7	88
Cc1nn(C)cc1/C=N/NC(=O)Cn1nccc1C	86	6	1	-4.1	1	0	3	-7	104
CCC/C=C1/CCCOC(C(=O)NCc2ccccn2)(C(F)(F)F)C1 (centres undefined)	95	3	-5	2.1	4	4	2	-1	91
COc1cc(C(=O)N2CCN(Cc3ccc4c(c3)OCO4)CC2)c([N+](=O)[O-])cc1OC	103	0	-3	-0.7	4	-2	2	7	102
Cc1cc(NC(=O)C(C)SCC(=O)Nc2cc(C(F)(F)F)ccc2N2CCOCC2)no1 (centres undefined)	98	1	4	-3.2	1	-2	2	0	98
COc1ccc(-c2cc(C(=O)OCC(=O)c3cccc([N+](=O)[O-])c3)c3cc(C)ccc3n2)cc1	101	2	21	-0.7	-4	3	-6	-6	102
COc1ccc(OC)c(/C=N/NC(=O)CSc2cc(C)nc3c(OC)cccc23)c1	101	0	-2	0.2	-74	4	-3	-144	·
COc1ccc(S(=O)(=O)NCC2CCCO2)cc1NC(=O)c1ccccc1F (centres undefined)	101	0	4	-0.5	1	10	-8	-4	101
COc1ccc(C2Nc3ccccc3C(=O)N2c2ccccc2)cc1Cn1cc([N+](=O)[O-])cn1 (centres undefined)	99	2	-3	0.2	7	3	1	2	100
Cc1ccc(S(=O)(=O)Nc2cccc(-c3ccc(N4CCCCCC4)nn3)c2)c(C)c1	108	5	3	-2.4	4	9	-18	6	104
C#CCNC(=O)C1=C[C@@H](c2coc3ccccc3c2=O)C[C@@H](OCc2ccc(CO)cc2)O1	101	1	2	-1.1	8	-3	2	-1	93
Cc1nc(/C=[N+](\[O-])C(C)(C)/C=N/O)n(O)c1C	104	1	0	1.6	5	-9	-1	0	107
CN1CCN(c2cc(N3CCc4ccccc4C3)c(F)cc2[N+](=O)[O-])CC1	101	0	-3	-3.9	16	1	4	14	100
C/C(=C\c1ccccc1)CN1CCN(c2ccccc2)CC1	103	4	-1	0.2	-1	18	-1	-12	95
C=CCOc1c(Br)cc(/C=N/NC(N)=O)cc1OC	88	3	1	1.0	4	3	3	7	112
O=C(CSc1nnc(CN2CCCCC2)n1-c1ccccc1)c1ccc2c(c1)OCO2	97	0	1	1.3	-1	17	0	7	100
O=c1[nH]c2cc3c(cc2cc1CN(Cc1ccco1)C(=S)NCC1CCCO1)OCCO3 (centres undefined)	103	0	-1	-2.2	0	1	1	-1	99
CC(CNC(=O)c1ccc(OC2CCN(Cc3ccccn3)CC2)cc1)Oc1cccnc1 (centres undefined)	99	0	6	-2.5	5	-7	6	13	105
NC(=O)c1ccc(NC(=O)COC(=O)C2(c3cccc(F)c3)CCCC2)cc1	80	0	1	1.2	-1	18	-3	-1	90
COC(=O)CNS(=O)(=O)c1ccc(OC)cc1	106	3	-4	0.7	0	2	6	-2	107
CCOC(=O)N1CCN(C(=O)c2cccc(S(=O)(=O)Nc3ccc(OC)cc3)c2)CC1	110	0	-3	-1.0	5	-8	5	14	115
CC1CC(C)CN(S(=O)(=O)c2ccc(C(=O)NCc3ccco3)cc2)C1 (centres undefined)	104	1	5	-0.8	3	6	2	2	106
CCOC(=O)c1c(-c2ccc(C)cc2C)csc1NC(=O)CSc1nnnn1C	95	0	3	1.5	-6	31	-8	1	95
COc1cc(NC(=O)c2ccc3c(=O)n(Cc4ccco4)c(=S)[nH]c3c2)cc(OC)c1OC	105	4	7	0.0	-8	5	5	-10	96
C[C@H](CO)N1C[C@H](C)[C@@H](CN(C)S(=O)(=O)c2ccccc2)Oc2c(NC(=O)Nc3ccccc3)cccc2C1=O	103	3	-3	·	·	37	·	·	92
COc1ccc(NC(=O)CSc2ncnc3c2nnn3-c2ccc(F)cc2)c(OC)c1	94	2	-1	-1.4	1	0	-2	7	89
COC(=O)c1ccc2c(C)c(C(C)(C)O)[nH]c2c1	90	2	3	0.5	7	-14	-2	0	91
COc1ccc(NC(=O)CSCC(=O)Nc2ccc(C)c(S(=O)(=O)N3CCCCCC3)c2)cc1	109	3	-1	1.7	-4	13	0	-15	94
CC1C/C(=N\NC(=O)c2cccnc2)CC(C)(C)C1 (centres undefined)	103	0	7	-0.2	-4	5	-4	5	114
O=C(N/N=C\c1ccccc1)c1sccc1-n1cccc1	97	0	-5	-2.8	4	18	-1	12	99
O=C(/C(=N/N=C/c1ccc(O)c(O)c1)c1ccccc1)c1ccccc1	93	0	4	0.6	2	-9	22*	16	90
CCSc1nc(-c2ccco2)ccc1C#N	81[may fluoresce violet]	3	1	-1.7	0	-6	-6	-2	?
O=C(CN(Cc1ccc2c(c1)OCO2)C(=O)CSc1nc2ccccc2o1)NC1CCCCC1	103	5	-1	-0.1	3	0	-5	1	100
O=C(CNC(=O)c1ccc(Br)o1)NCc1ccc(Cl)cc1Cl	91	1	·	2.0	·	2	·	·	89
COc1cc(S(C)=O)ccc1-c1nc2ncccc2[nH]1 (centres undefined)	88	0	4	·	-5	-15	-6	-5	80
CCOc1ccc(Nc2ccc(C(=O)O)cc2[N+](=O)[O-])cc1	90	0	4	-1.3	10	-20	-6	17	70
O=C(O)c1ccc2c(c1)C(=O)N(c1ccc([N+](=O)[O-])cn1)C2=O	93	3	-1	-2.4	-2	1	3	-6	99
CCOC(=O)C1(CCCc2ccccc2)CCN(C(=O)Cc2nonc2C)CC1	97	3	-2	1.5	1	-4	0	0	·
CC1CN(S(=O)(=O)c2ccccc2)C(C)N1C(=O)N1CCOCC1 (centres undefined)	103	1	4	0.5	2	15	1	6	99
O=C(Cc1cccs1)N(c1ccc(Br)cc1)C1C=CS(=O)(=O)C1 (centres undefined)	97	0	-5	·	9	-7	9	5	105
FC(F)(F)c1ccc(C2[C@H]3CN(Cc4cccnc4)[C@H](c4ccccc4)C34CC2(c2ccccc2)C4)cc1 (some centres undefined)	80	0	-4	2.5	4	37	-2	4	98
CCn1ccnc1CN(C)C(=O)c1cc(COc2ccc(Cl)cc2OC)on1	107	3	6	-0.5	4	-14	0	13	102
Cn1c(=O)[nH]c(=O)c2c1nc(N1CCNCC1)n2CCOc1ccccc1	102	2	7	0.6	8	3	6	12	108
O=C(CCNS(=O)(=O)c1ccc(Br)cc1)NC1CCCCC1	89	0	2	1.6	6	6	-3	0	92
Cc1cc(C(=O)N/N=C/c2ccc(-c3ccc([N+](=O)[O-])cc3Cl)o2)n[nH]1	102	1	-2	-8.9	-6	11	8	-16	107
O=C(NCCN1CCOCC1)c1c[nH]c2ccc(S(=O)(=O)N3CCOCC3)cc2c1=O	98	1	4	0.0	8	7	5	-1	105
CC(Sc1ccc(Cl)cc1)C(=O)Nc1ccccc1C(=O)N1CCOCC1 (centres undefined)	108	2	-5	0.8	5	-11	2	8	114
Cn1cc(/C=C(\NC(=O)c2ccccc2)C(=O)NCCCN2CCOCC2)c2ccccc21	99	0	-11	2.3	2	6	3	0	95
CC1CCCN(S(=O)(=O)c2ccc(-c3ccc(=O)[nH]n3)o2)C1 (centres undefined)	99	2	-1	1.1	1	-6	4	1	100
Cc1cccc(OCc2nnc(SC(C)C(=O)O)n2Cc2ccccc2)c1 (centres undefined)	105	2	2	2.7	-4	6	-1	-7	103
CCc1ccc(NC(=O)CS(=O)CC(=O)NC(C)CCc2ccco2)cc1 (centres undefined)	98	4	3	0.3	21	9	2	0	99
CC(C)(c1ccccc1)c1ccc(OCCCN2CCNCC2)cc1	94	0	0	0.4	4	26	6	3	99
COc1ccc(C(=O)c2c3ccc([N+](=O)[O-])cc3[n+]([O-])n2CCCN)cc1	96	0	-5	-6.9	8	-2	-3	7	101
Cc1ccc(C)c(NC(=O)C2CCCC2)c1	84	0	1	0.1	-9	3	-1	-10	77
New compounds follow:
SMILES	AGP1-GFP MLPCN	GRK2 aptamer HTS	GLD-1 RNA inh	MEX-5 binding	Bcl-xL primary	VLA-4 inh	Fam108B counter	MCL1-BIM inh	CIT2-GFP yeast
CCOC(=O)CNC(=S)N(Cc1ccc(C)cc1)Cc1ccc(C)o1	99	5	4	0.2	9	-12	2	6	100
CCOc1cc(CNc2cccc3[nH]c(C)nc23)ccc1OC	99	7	2	3.8	4	10	0	7	111
CCCc1ccc(C(=O)NNc2cc(Cl)ccc2Cl)cc1	101	2	8	2.1	0	7	1	-4	96
COc1ccc(/C=N/NC(=O)c2nc(Cl)c(Cl)c(N)c2Cl)cc1COc1ccccc1F	92	0	4	-2.7	5	29	-2	7	90
COc1ccc(N2C(=O)CC(N3CCN(c4ccc(S(=O)(=O)N5CCCC5)cc4)CC3)C2=O)cc1 (centres undefined)	113	0	-2	4.5	6	13	-2	3	109
O=C(COC(=O)CNC(=O)c1ccco1)Nc1ncc(Cl)cc1Cl	101	7	30	·	17	-4	·	9	99
CCN(CC(=O)NCc1ccc(Cl)cc1)C(=O)CSCC(=O)Nc1ccc(OC)cc1	106	0	0	0.1	-3	9	5	-5	94
COc1ccc(C(CCN2CCCC2)c2c(O)cc(OC)cc2OC)cc1 (centres undefined)	100	0	1	-0.7	-2	46	2	-1	100
COc1ccc(Br)c(C(=O)Nc2ccc(F)cc2)c1	98	0	-2	-2.3	9	0	-2	1	90
CCCCn1c(SCC(=O)c2ccc(OCC)cc2)nc2cc(S(N)(=O)=O)ccc21	103	0	12	-1.3	-12	7	1	-11	102
CCc1sc(C(=O)Nc2nccs2)cc1C	99	30	5	-0.1	5	4	0	4	87
CN(CCO)CC(O)CN(c1ccccc1)c1ccccc1 (centres undefined)	104	0	-4	2.6	3	-16	2	2	98
CCCn1c(=O)n(C)c(=O)c2c(SCC(=O)NC34CC5CC(CC(C5)C3)C4)nc(CC(C)C)nc21	101	2	-1	1.2	2	23	5	0	94

Screening data as filed in PubChem.
